Bioassay records deposited in PubChem by The Scripps Research Institute Molecular Screening Center.
CHRM5 agonist = CHRM5 agonism in calcium assay; actives 0.19% (n = 360,000); activation, % at 3 µM; AID 624037; CHO-K1 hM5 cells, Fluo-8 calcium fluorescence; 0% DMSO wells, 100% maximal acetylcholine response; P08912;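 active means activation above the run's mean over test compounds plus 3 SD, cut at about 23% in these data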;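 further: signal is peak over basal fluorescence ratio across the kinetic read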
M5 PAM = CHRM5 positive allosteric modulation | CHO-K1 hM5, Fluo-8 calcium, ACh EC20 PAM; 0% = ACh EC20, 100% = ACh EC100 | activation, % at 3 µM | actives 0.3% (n = 360,000) | AID 624038;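 active means activation above the run cutoff, the mean activation of all test compounds plus 3 SD, cut at about 18% in these data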
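Measured by: Fluo-8 calcium fluorescence; material: human M5 receptor in CHO-K1 cells; schedule: Post-acetylcholine fluorescence recording 140 s; benchmarks: low control EC20 acetylcholine (0%), high control EC100 acetylcholine (100%); read-out: Max/basal fluorescence ratio as % of EC20–EC100 ACh window; compound: single dose, 3 µM nominal final test concentration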
M1 ag = activates human CHRM1 receptor; P11229; CHO-K1 hM1, Fluo-8 calcium fluorescence, agonist mode; 0% DMSO, 100% acetylcholine EC100; activation, % at 3 µM; actives 0.33% (n = 360,000); AID 588814;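 active means activation above the run's mean compound activation plus 3 SD, cut at about 16% in these data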;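 further: peak over basal fluorescence ratio within a 140 s kinetic read after compound addition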
CHRM5 antagonist = antagonists of human muscarinic M5 receptor (CHRM5). P08912. CHO-hM5 cells, Fluo-8 calcium fluorescence, ACh EC80. inhibition, % at 3 µM. actives 0.59% (n = 360,000). AID 624040;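 active means inhibition above a per-plate cutoff, the mean of that plate's test compounds plus 3 SD, cut at about 27% in these data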;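 further: 0% = acetylcholine EC80 with DMSO and 100% = DMSO without agonist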
M1 PAM = positive allosteric modulators of human M1 muscarinic receptor | activation, % at 3 µM | actives 0.088% (n = 360,000) | CHO-K1 hM1, Fluo-8 calcium fluorescence, ACh EC20; 0% = ACh EC20, 100% = maximal ACh | P11229; in the data active means activation above about 19%, passing the limit was not always enough
TAAR1 agonist = human TAAR1 agonism. Q96RJ0. CHO RD-HGA16 TAAR1, Fluo-8 calcium fluorescence; vehicle wells 0%, saturating PEA agonist 100%. activation, % at 3 µM. actives 0.99% (n = 360,000);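 active means activation above the mean activation of all test compounds in the run plus 3 SD, cut at about 38% in these data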
Target sequence (Q96RJ0 whole entry, looked up): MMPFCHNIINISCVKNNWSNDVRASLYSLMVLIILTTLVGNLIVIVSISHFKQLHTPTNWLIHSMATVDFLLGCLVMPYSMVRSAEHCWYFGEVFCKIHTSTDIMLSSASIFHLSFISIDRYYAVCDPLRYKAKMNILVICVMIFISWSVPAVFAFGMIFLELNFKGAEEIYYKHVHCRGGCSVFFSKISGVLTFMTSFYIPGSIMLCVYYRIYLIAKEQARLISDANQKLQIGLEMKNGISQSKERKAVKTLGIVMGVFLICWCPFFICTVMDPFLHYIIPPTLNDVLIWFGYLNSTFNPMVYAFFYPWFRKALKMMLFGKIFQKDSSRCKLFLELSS
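Repeats: no replicates (n 1) | Material: CHO-derived RD-HGA16 cells with stable Gα16 and human TAAR1 | Technique: Kinetic Fluo-8 calcium fluorescence | Schedule: 17-24 h seeding, 75 min 37 °C dye, 30 min RT | Evaluation: % activation from peak over basal fluorescence ratio, DMSO-to-PEA scaled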
CHRM4 agonist = CHRM4 agonism in calcium assay; actives 0.14% (n = 360,000); CHO-K1 hM4/Gqi5, Fluo-8 calcium fluorescence; vehicle 0%, full acetylcholine response 100%; activation, % at 3 µM;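 active means activation above the run mean over all test wells plus 3 SD, cut at about 32% in these data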;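 further: peak over basal fluorescence ratio per well then scaled between controls; 0% = DMSO wells and 100% = acetylcholine at EC100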
Target sequence (P08173 whole entry, looked up): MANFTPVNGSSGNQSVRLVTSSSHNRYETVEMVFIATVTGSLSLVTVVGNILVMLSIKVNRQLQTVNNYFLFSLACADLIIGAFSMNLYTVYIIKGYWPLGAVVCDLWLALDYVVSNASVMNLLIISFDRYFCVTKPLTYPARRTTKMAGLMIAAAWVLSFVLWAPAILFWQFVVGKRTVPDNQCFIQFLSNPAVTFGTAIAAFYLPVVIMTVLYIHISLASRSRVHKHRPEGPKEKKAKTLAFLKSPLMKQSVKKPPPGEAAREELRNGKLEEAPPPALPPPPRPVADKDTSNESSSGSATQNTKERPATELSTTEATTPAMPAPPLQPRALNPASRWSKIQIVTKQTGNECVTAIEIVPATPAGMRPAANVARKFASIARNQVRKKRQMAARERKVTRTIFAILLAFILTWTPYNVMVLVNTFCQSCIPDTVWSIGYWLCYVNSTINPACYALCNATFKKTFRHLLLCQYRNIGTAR
CHRM4 antagonist = CHRM4 antagonism in calcium assay; P08173; actives 0.73% (n = 360,000); AID 624125; inhibition, % at 3 µM; CHO-hM4 cells, ACh EC80, Fluo-8 calcium fluorescence;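 active means inhibition above its plate's cutoff, the mean inhibition of sample wells plus 3 SD, cut at about 27% in these data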;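 further: 0% = acetylcholine EC80 with DMSO and 100% = DMSO without agonist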
CHRM1 antagonist = human CHRM1 antagonism; P11229; CHO-K1 hM1, Fluo-8 calcium fluorescence, ACh EC80 antagonist; inhibition, % at 3 µM; actives 1.3% (n = 360,000);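 active means percent inhibition above its own plate's cutoff, namely the mean of that plate's compound wells plus 3 SD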;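 further: peak over basal fluorescence ratio during 140 s after agonist addition; 0% = ACh EC80 plus DMSO and 100% = DMSO alone without agonist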
The depositor's hits bear a star; nt = not tested or not shown. These rows are one share of the data; count on the stated rates, not on these rows.

SMILES | CHRM5 agonist | M5 PAM | M1 ag | CHRM5 antagonist | M1 PAM | TAAR1 agonist | CHRM4 agonist | CHRM4 antagonist | CHRM1 antagonist
O=C(CC1C(=O)NCCN1C/C=C/c1ccccc1)NCCc1cnccn1 (stereo not drawn) | -3 | -3 | -2 | 1 | 13 | 2 | 1 | -3 | -16
O=C1CC(NC(=O)C(F)(F)F)c2cc3c(cc21)OCO3 (stereo not drawn) | -1 | 3 | -4 | -1 | 4 | 2 | 4 | -2 | -5
CCN1CCN(Cc2ccc(NC(=O)Nc3ccc(OC)cc3)cc2)CC1 | -1 | -3 | -11 | -1 | -2 | 2 | 1 | 2 | 3
COc1cc(C(C)=O)ccc1OCC(=O)Nc1ccc(Cl)c(S(=O)(=O)N2CCOCC2)c1 | 7 | -19 | 2 | 19 | -13 | 21 | 23 | -11 | 15
O=C(Nc1ccccc1Cl)c1ccc(S(=O)(=O)N2CCOCC2)cc1 | -1 | -2 | 1 | -7 | 13 | 1 | 0 | -3 | -9
N#CC1(Nc2cccc(Br)c2)C(=O)Nc2ccccc21 (stereo not drawn) | 4 | -9 | 5 | 14 | -11 | 83* | 9 | -4 | 15
O=C(c1ccco1)N1CCN(C2CCCC2)CC1 | -4 | -4 | -4 | 9 | -6 | 1 | 0 | -9 | 13
O=C1NC(=O)/C(=C\c2ccc(Sc3ccc(Cl)cc3)o2)N1 | -2 | -2 | -1 | 2 | 2 | 3 | 3 | -2 | 2
O=S(=O)(c1ccc(Cl)cc1Cl)n1ccc2cccnc21 | -6 | 4 | -8 | -10 | 8 | 8 | 0 | 0 | -8
CN(CC(=O)Nc1ccc(N2CCOCC2)cc1)C(=O)c1cc(S(=O)(=O)N(C)C)ccc1Cl | -4 | 5 | -1 | -5 | 4 | 0 | 0 | -10 | 0
O=C(NC1CCCCC1)N1CCc2[nH]c3ccccc3c2C1 | 12 | -11 | 18* | -3 | -6 | 0 | 2 | 5 | -9
CC(C)CCOP(=O)(c1ccccc1)c1ccccc1 | -6 | 1 | -11 | -4 | 11 | 1 | -1 | -7 | -9
CC(C)[C@H](NC(=O)N1c2ccccc2NC(=O)[C@@H]1C(C)C)C(=O)N[C@H](C(=O)O)c1ccccc1 | 1 | -5 | -3 | 7 | -1 | 3 | -1 | -1 | -6
COc1ccc(N=Nc2cc(C)c(O)c(CN3CCCCC3)c2)cc1 | 5 | 10 | -1 | -7 | 13 | 15 | -2 | -1 | -15
COc1ccc(NC(=O)Nc2cc(C)ccc2OC)cc1 | -14 | 17 | -3 | -12 | 6 | 0 | 2 | -7 | -3
CC(C)(C)c1ccc(-c2nnc(N)o2)cc1 | -2 | -9 | -3 | 14 | 5 | 5 | 3 | 0 | -2
Cc1ccc(C(=O)NC2CCCCC2)cc1 | 1 | 8 | -6 | -6 | 8 | 1 | 1 | 5 | -19
O=C(O)c1ccc2c(c1)C(=O)N(C(Cc1ccc(O)cc1)C(=O)O)C2=O (stereo not drawn) | 0 | 2 | -3 | -4 | 2 | 7 | 0 | 1 | 4
COc1ccc(NC(=O)C2=CC(c3cccs3)=NS(=O)(=O)N2C)cc1 | 4 | -5 | -2 | 11 | -3 | 7 | 4 | 4 | -2
CN(C)C(=O)CCc1ccc2c3c([nH]c2c1)[C@]1(C)[C@@H](C(=O)N2CCCCC2)C[C@H](CC(=O)NCc2ccco2)C(=O)N1CC3 | 0 | 3 | -7 | 0 | 4 | 1 | 0 | 3 | -6
CCOc1ccc2oc(=O)cc(C)c2c1 | -1 | -5 | 1 | 3 | 5 | 1 | 0 | -5 | -11
Nc1nc(CSCCO)nc(Nc2ccc(F)cc2)n1 | -7 | 7 | -1 | 4 | 10 | 3 | 0 | -2 | -8
CC(O)CNc1nc2ccccc2n1-c1ncnc2sc3c(c12)CCC3 (stereo not drawn) | -6 | -16 | -3 | 4 | -5 | 2 | 6 | 9 | 11
O=C(Cc1ccc(Cl)c(Cl)c1)OCC(=O)c1ccc[nH]1 | -12 | 12 | -2 | -1 | 1 | 8 | 5 | -4 | -2
O=C(Nc1cccnc1Cl)c1cc(-c2cccc(Cl)c2)on1 | -5 | 7 | -1 | -2 | 16 | 0 | 1 | -35 | -19

Continued.
SMILES | CHRM5 agonist | M5 PAM | M1 ag | CHRM5 antagonist | M1 PAM | TAAR1 agonist | CHRM4 agonist | CHRM4 antagonist | CHRM1 antagonist
CCCCC(CC)C(=O)Nc1cc(C(=O)NCCC)ccc1N1CCC2(CC1)CC(c1ccccc1)=NO2 (stereo not drawn) | 5 | 10 | -1 | -3 | 1 | 7 | 0 | -8 | 6
CCCCN1C(=O)C2ON(c3ccccc3C)C(c3ccco3)C2C1=O (stereo not drawn) | -4 | -8 | -6 | 6 | -10 | nt | 10 | 12 | 2
O=C(CN1C(=O)c2ccccc2C1=O)Nc1sc2c(c1C(=O)NCC1CCCO1)CCC2 (stereo not drawn) | -3 | -2 | -6 | -5 | 2 | 1 | 1 | -5 | -9
Cc1ccc(Cl)cc1N1CCN(C(=O)c2ccc3c(c2)CCN3S(C)(=O)=O)CC1 | -5 | 5 | -4 | -8 | 1 | 4 | 9 | -9 | -4
O=C(O)COc1ccccc1C1C2C(=O)N(c3ccccc3)C(=O)C2ON1c1ccccc1 (stereo not drawn) | 0 | -9 | -1 | -5 | -1 | 7 | 7 | -15 | -2
CC(=O)c1ccc(NC(=O)C(C)OC(=O)CCN=C2NS(=O)(=O)c3ccccc32)cc1 (stereo not drawn) | 2 | 0 | -1 | 1 | 1 | 1 | 0 | 1 | 3
CN(C)CCC=C1c2ccccc2C=Cc2ccccc21 | 0 | -18 | -6 | 99* | -25 | 8 | 5 | 99* | 98*
COc1cc2cnc(-c3ccsc3)c(-c3ccc(F)cc3)c2cc1OC | -6 | 2 | -9 | 5 | 5 | 13 | -1 | 1 | -5
COC(=O)c1cccc(NC(=O)CSc2nnc(-c3ccco3)o2)c1 | -1 | -2 | -3 | 10 | 3 | 2 | 1 | -6 | -7
CC(C)(C)S(=O)N1Cc2cc(=O)n(Cc3ccccc3)c(CCO)c2[C@@H]1CCO (stereo partly drawn) | 2 | -1 | -2 | 3 | 17 | 7 | 0 | 5 | -17
Cc1cc(C(=O)N/N=C/c2ccc(-c3cccc(Cl)c3Cl)o2)n[nH]1 | -2 | -1 | -5 | 12 | 5 | 7 | 1 | 8 | -7
COc1ccccc1NC(=O)COC(=O)C1C2CC3OC(=O)C1C3C2 (stereo not drawn) | -2 | 7 | 6 | -4 | 17 | 4 | 2 | -16 | -17
O=C(O)Cn1ncc2ccccc2c1=O | 1 | 9 | -4 | 0 | 14 | 0 | 1 | -10 | -5
CCCCC(CCC(=O)O)(C(=O)OCC)c1csc(N)n1 (stereo not drawn) | 1 | 1 | -4 | -1 | -1 | -2 | 0 | 6 | 7
O=C(c1cnc2n(c1=O)CCS2)N1CCCc2ccccc21 | -3 | 5 | -3 | -4 | 2 | 3 | 0 | 9 | -8
O=C(CC(NC(=O)c1ccccc1)c1ccccc1)NCc1ccccc1 (stereo not drawn) | 1 | 3 | 1 | 7 | 3 | 4 | 2 | 4 | -7
CCOC(=O)c1c(NC(=O)C2c3ccccc3Oc3ccccc32)sc(C(N)=O)c1C | -2 | -1 | -4 | -2 | 2 | 6 | 0 | 15 | -14
COc1ccc(CNC(=O)c2ccc(NC(=O)C3CCCO3)cc2)cc1 (stereo not drawn) | 1 | -3 | 1 | -1 | -2 | 4 | 1 | 5 | 12
O=C(NCc1ccco1)c1ccc(=O)oc1 | 3 | 5 | -2 | -5 | 8 | -3 | 0 | 7 | -6
O=C(O)CCC(=O)Nc1ccc(OCC2CCCO2)cc1 (stereo not drawn) | 5 | -1 | 1 | -5 | 5 | 0 | 1 | 11 | -5
COc1cc(/C=C(/C#N)c2nc3ccccc3[nH]2)ccc1Oc1ncccc1[N+](=O)[O-] | 5 | 0 | 2 | -5 | 6 | 13 | 4 | -9 | -23
COc1cc(OC)cc(C(=O)NNC(=O)CCNC(=O)c2ccc(Br)cc2)c1 | 2 | 3 | -2 | 4 | -8 | 1 | 0 | 4 | -5
O=C(NC1CCCCC1)N1CCC(c2nc3ccccc3[nH]2)CC1 | -3 | 2 | -10 | -9 | 6 | 12 | 2 | -10 | -5
CC(C)Cc1nc(SCC(=O)NCc2ccccc2)n[nH]1 | -4 | 0 | -3 | -6 | 6 | 4 | 1 | 0 | -6
Cc1ccc(-n2nnnc2SCC(=O)N2CC(=O)Nc3ccccc32)cc1 | 4 | -1 | 1 | 2 | 16 | 11 | 3 | -12 | -22

Quoted from the entries so far, four compounds:
SMILES | CHRM5 agonist | M5 PAM | M1 ag | CHRM5 antagonist | M1 PAM | TAAR1 agonist | CHRM4 agonist | CHRM4 antagonist | CHRM1 antagonist
COc1cc(OC)cc(C(=O)NNC(=O)CCNC(=O)c2ccc(Br)cc2)c1 | 2 | 3 | -2 | 4 | -8 | 1 | 0 | 4 | -5
O=C(NC1CCCCC1)N1CCC(c2nc3ccccc3[nH]2)CC1 | -3 | 2 | -10 | -9 | 6 | 12 | 2 | -10 | -5
CC(C)Cc1nc(SCC(=O)NCc2ccccc2)n[nH]1 | -4 | 0 | -3 | -6 | 6 | 4 | 1 | 0 | -6
Cc1ccc(-n2nnnc2SCC(=O)N2CC(=O)Nc3ccccc32)cc1 | 4 | -1 | 1 | 2 | 16 | 11 | 3 | -12 | -22

The list goes on:
SMILES | CHRM5 agonist | M5 PAM | M1 ag | CHRM5 antagonist | M1 PAM | TAAR1 agonist | CHRM4 agonist | CHRM4 antagonist | CHRM1 antagonist
CCC(=O)Nc1cccc(-c2cnc3ccccc3n2)c1 | 1 | -6 | -1 | 3 | 6 | 12 | 3 | 7 | -4
O=C(Oc1ccc(Cl)c2cccnc12)c1cccnc1 | -2 | 1 | -4 | 0 | 5 | 5 | 1 | -5 | -2
Cc1ccc(S(N)(=O)=O)cc1NC(=O)/C=C/c1ccc2c(c1)OCO2 | 1 | -2 | 0 | 13 | 10 | 1 | 2 | -8 | -13
CCc1nc2ccc(C(=O)NCc3ccccc3OC)cn2c1N(C)Cc1ccc(N(C)C)cc1 | -1 | -5 | -8 | 1 | -14 | -2 | 4 | -3 | 15
Cc1cc(-n2c(=O)c(C#N)cc3c(=O)n4cccc(C)c4nc32)no1 | -2 | 3 | -6 | 0 | 0 | 1 | -1 | -4 | -1
COc1cc(CNCCN2CCOCC2)ccc1OCC(=O)NC(C)(C)C | 5 | 8 | -6 | 6 | 9 | -1 | 1 | -4 | -16
COc1ccccc1N1CCN(C(=O)CN2C(=O)c3ccccc3C2=O)CC1 | -3 | 4 | -6 | -1 | 3 | 9 | 3 | -6 | -1
CC(=O)N1C(=S)NC(=O)/C1=C1/C(=O)N(CC(=O)Nc2cccc(C)c2)c2ccccc21 | 0 | 1 | -4 | 1 | 7 | 2 | 0 | -7 | -5

An excerpt from above, limited to TAAR1 agonist.
smiles	TAAR1 agonist
COc1ccccc1N1CCN(C(=O)CN2C(=O)c3ccccc3C2=O)CC1	9
CC(=O)N1C(=S)NC(=O)/C1=C1/C(=O)N(CC(=O)Nc2cccc(C)c2)c2ccccc21	2
